CD40 NFkB inh: inhibitors of CD40-induced NF-kB signaling, primary screen, BL2 cells, luciferase reporter, single point; CD40L-induced, 4 h; inhibition, % at 10 µM; 0.94% of 83,000 active;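 active = mean inhibition of at least 50% with a set share of replicates also reaching that level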;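 note: 0% = neutral control wells and 100% = IKK inhibitor VII at 50 µM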
* = called active by the depositor; [ ] = another dose, or the depositor's remark.

SMILES	CD40 NFkB inh
C[C@H](CO)N1C[C@H](C)[C@@H](CN(C)Cc2cccc(O)c2)OCc2ccccc2-c2c(n(C)c3ccccc23)C1=O	4
C[C@@H]1CCCCO[C@H](CN(C)C(=O)Nc2ccc3c(c2)OCO3)[C@H](C)CN([C@@H](C)CO)C(=O)c2cc(NS(=O)(=O)c3cccs3)ccc2O1	-10
CCC(=O)N=c1sc2cc([N+](=O)[O-])ccc2n1CCOC	-8
O=C(Nc1ccc2c(c1)OCO2)C1Cc2c(-c3ccc(Cl)cc3)ccnc2O1 (configuration not stated)	17
O=C(CCN1CCCCC1)NCC[C@@H]1CC[C@@H](NC(=O)C2CCCCC2)[C@@H](CO)O1	-4
O=C(c1ccc(S(=O)(=O)N2CCCCC2)cc1)N1CCN=C1SCc1cccnc1	6
Cc1nnc(Sc2nc3c(c(=O)[nH]c(=O)n3C)n2Cc2ccccc2)s1	7
Cc1nc(CC(=O)N/N=C/c2ccc(OCC(=O)O)cc2)cs1	10
CC(C)OC(=O)N(C)C[C@H]1OCc2ccccc2-c2c(n(C)c3ccccc23)C(=O)N([C@H](C)CO)C[C@@H]1C	6
CCOC(=O)CC(NC(C)=O)c1ccc([N+](=O)[O-])cc1 (configuration not stated)	0
CO[C@H]1CN(C)C(=O)c2cc(NC(=O)C3CCCC3)ccc2OC[C@@H](C)NC[C@@H]1C	-4
CN(C)C(=O)c1ccc(NC(=O)c2sccc2-c2ccccc2)cc1	-8
O=C(c1cccc(F)c1)N1CC[C@@H]2[C@H]1c1cc(C#Cc3cccc(F)c3)ccc1N[C@@H]2CO	-1
Cc1cccc(N2CCN(C(=O)C3CCN(S(=O)(=O)c4cnc[nH]4)CC3)CC2)c1C	0
C=CCn1c(C)csc1=Nc1ccccc1C	-43
N#Cc1ccc(OCC(O)CS(=O)(=O)c2ccccc2)cc1 (configuration not stated)	2
Cc1cc(C(=O)O)cc(S(=O)(=O)Nc2c(C)nn(C)c2C)c1C	10
COCC(=O)N1CC2(C1)CN(Cc1nccs1)[C@@H](CO)c1c2c2ccc(OC)cc2n1C	4[25 µM]
O=C(C1CCOCC1)N1C[C@H]2[C@@H](c3ccccc31)[C@@H](CO)N2C(=O)Nc1cccc(F)c1	7
COCCN(Cc1ccccc1)C(=O)c1ccc2c(c1)NC(=O)CS2	4
CC(C)CNC(CC(=O)O)c1ccccc1 (configuration not stated)	9
CN1[C@@H]2c3ccc(C4=CCCC4)c(=O)n3C[C@H]1[C@H](CO)[C@H]2C(=O)NCc1cc(F)cc(F)c1	-12[25 µM]
Cc1nn(C)cc1CN1CCC(n2nccc2NC(=O)CCCc2ccccc2)CC1	9
CC1CCCC(NC(=O)Cn2cc([N+](=O)[O-])ccc2=O)C1C (configuration not stated)	-11
C/C(=N/OC(=O)C1CC1c1ccccc1)c1ccccc1 (configuration not stated)	-7

Of the compounds above, 3 contain fluorine:
SMILES	CD40 NFkB inh
O=C(c1cccc(F)c1)N1CC[C@@H]2[C@H]1c1cc(C#Cc3cccc(F)c3)ccc1N[C@@H]2CO	-1
O=C(C1CCOCC1)N1C[C@H]2[C@@H](c3ccccc31)[C@@H](CO)N2C(=O)Nc1cccc(F)c1	7
CN1[C@@H]2c3ccc(C4=CCCC4)c(=O)n3C[C@H]1[C@H](CO)[C@H]2C(=O)NCc1cc(F)cc(F)c1	-12[25 µM]

6 entries from above, with the structure last:
CD40 NFkB inh | mol
-7 | C/C(=N/OC(=O)C1CC1c1ccccc1)c1ccccc1 (configuration not stated)
-8 | CN(C)C(=O)c1ccc(NC(=O)c2sccc2-c2ccccc2)cc1
-11 | CC1CCCC(NC(=O)Cn2cc([N+](=O)[O-])ccc2=O)C1C (configuration not stated)
4[25 µM] | COCC(=O)N1CC2(C1)CN(Cc1nccs1)[C@@H](CO)c1c2c2ccc(OC)cc2n1C
0 | CCOC(=O)CC(NC(C)=O)c1ccc([N+](=O)[O-])cc1 (configuration not stated)
7 | O=C(C1CCOCC1)N1C[C@H]2[C@@H](c3ccccc31)[C@@H](CO)N2C(=O)Nc1cccc(F)c1

Remaining list, next part
SMILES	CD40 NFkB inh
CCCNS(=O)(=O)c1ccc(OC)c(Cl)c1Cl	8
COc1cccc(C(=O)Nc2ccc3c(c2)C(=O)N(C)[C@@H]2CC[C@H](CC(=O)N[C@H](C)c4ccccc4)O[C@H]2CO3)c1	20[25 µM]
Cc1ccc(-c2nc(CSc3nc4ccccc4c(=O)n3C)cs2)cc1	8
COCC(=O)N1CCC(Oc2ccc(C(=O)N3CCCCCCC3)cc2)CC1	4
COC(=O)c1cccc(NC(=O)CCCN2C(=O)NC3(CCCC3)C2=O)c1	6
CCCNC(=O)CSc1ccc(S(=O)(=O)N(C)C2CCCCC2)cn1	5
CCC1Oc2ccc(C)cc2N(CC(=O)NCc2cccs2)C1=O (configuration not stated)	-2
CCOC(=O)c1sc(N)c(C(N)=O)c1C	2
COc1ccc(C(=O)Cn2c3ccccc3n3nc(CCC(=O)O)c(=O)nc23)cc1OC	7
O=C(CN1CCN(C(=O)C2CCC2)CC1)Nc1ccc(F)cc1	4
Cc1cccc(C(=O)Nc2cc(S(=O)(=O)N3CCOCC3)ccc2N2CCCC2)c1	0
O=C(NCCc1ccccc1)C1CCCN1S(=O)(=O)c1cccc2nsnc12 (configuration not stated)	6
Cc1cc(C)n(-c2ccc(N3CCOCC3)nn2)n1	-9
CC(C)(C)CC(=O)NCc1cccs1	19
COc1cccc2c1CCc1c-2nc2ccccc2c1C(=O)O	-14
O=C(O)Cc1sc(=O)[nH]c1O	16
COc1ccccc1NC(=O)N1[C@H](C#N)[C@H](c2ccccc2)[C@@H]1CO	3[25 µM]
O=C(Nc1cccc(C(=O)N2CCCCCC2)c1)c1ccco1	12
Cc1nn(Cc2ccccc2Cl)c(C)c1C(=O)N1CCN(c2ccccc2)CC1	2
CC(C)NC(=O)NC(=O)COC(=O)c1ccccc1F	1
O=C(C[C@@H]1CC[C@@H]2NC[C@@H](O)COC[C@H]2O1)N1CCc2ccccc2C1	-8[25 µM]
c1ccc2ncc(-n3cnnn3)cc2c1	-12
O=C(c1ccco1)n1nc(-c2cccnc2)nc1NCc1ccco1	4
N#Cc1c(NC(=O)CSc2nc(N)cc(=O)[nH]2)sc2c1CCCC2	7
COc1ccc(-c2csc3ncnc(N4CCN(C(=O)c5ccco5)CC4)c23)cc1	12

Further records:
SMILES	CD40 NFkB inh
C[C@@H]1CN([C@@H](C)CO)C(=O)CCCn2nncc2CO[C@@H]1CN(C)S(=O)(=O)c1ccc(Oc2ccccc2)nc1	15[25 µM]
FC(F)(F)c1cccc(Cc2noc(CN3C[C@@H]4CCC[C@H]3C4)n2)c1	6
CC1CCCCC1NC(=O)C1CCN(S(=O)(=O)N2CCOCC2)CC1 (configuration not stated)	11
O=C(COC(=O)C1CCN(c2ccc(C(F)(F)F)cn2)CC1)c1ccc(F)cc1	12
COc1ccc(CCNC(=O)C2CCC(=O)N(CCc3ccc(OC)cc3)C2)cc1 (configuration not stated)	-4
COc1cccc(CNC(=O)[C@H]2N[C@H]3c4ccc(/C=C/c5ccccc5)c(=O)n4C[C@H]3[C@@H]2CO)c1	1[25 µM]
CN(CC(=O)NCc1ccncc1)S(=O)(=O)c1ccc2ccccc2c1	9
O=C(c1ccco1)N1CCN(Cc2cccc([N+](=O)[O-])c2)CC1	1
CC(C)(C)c1ccc(C(=O)Nc2ccccc2C(=O)NCCN2CCOCC2)cc1	-46
Cc1cc(NC(=O)COC(=O)C2CCN(S(=O)(=O)c3ccc(Cl)cc3)CC2)no1	29
NC(=O)C1(N2CCCCC2)CCN(C(=S)Nc2ccc(F)c(Cl)c2)CC1	2
CCOC(=O)c1cnc2ccc(C)cc2c1OCc1cc(F)cc(F)c1	-1
C[C@H]1CCCCO[C@H](CN(C)S(=O)(=O)c2ccc(F)cc2)[C@@H](C)CN([C@@H](C)CO)C(=O)c2cc(NS(=O)(=O)c3ccc(Cl)cc3)ccc2O1	2
COc1ccc(C(O)c2ncc(-c3cccc(C(F)(F)F)c3)[nH]2)cc1 (configuration not stated)	5
CN(C)CC(=O)N1[C@H](CO)[C@@H](c2ccc(C#CC3CCCC3)cc2)[C@@H]1C#N	12
Cn1c(N)c(C(=O)COC(=O)CNC(=O)c2ccccc2F)c(=O)n(C)c1=O	-2
O=C(Nc1cccnc1)c1ccco1	-6
CC(C)Sc1nnc(SCC(=O)NCCCN2CCCC2=O)s1	17
Cc1cc(C)n(CCNC(=O)CC2C(=O)NCCN2Cc2ccc(C)o2)n1 (configuration not stated)	-1
Cc1cccc(NC(=O)COC(=O)c2nn(-c3ccccc3C(F)(F)F)cc2O)c1C	-2
O=C(O)c1ccc(Sc2nnc(-c3cccc(Br)c3)o2)c([N+](=O)[O-])c1	4
CO[C@H]1CN(C)C(=O)c2cc(NC(=O)C3CC3)ccc2OC[C@H](C)N(C(=O)C2CCOCC2)C[C@@H]1C	-4
CC(=O)N1[C@H](CO)[C@H](c2ccccc2)C12CN(S(=O)(=O)c1ccccc1)C2	-11[25 µM]
COc1cc2c(cc1OC)C(=S)NC(C)(C)C2	18
CN(CC(=O)Nc1cccc(S(=O)(=O)N2CCCC2)c1)CC(=O)Nc1ccc(Cl)c(C(F)(F)F)c1	23

The results go on:
SMILES	CD40 NFkB inh
COc1ccccc1C(=O)NC(=O)COC(=O)c1ccc(Cl)nc1	2
COc1ccc(CNc2nc3nc(C)cc(C)n3n2)cc1OC	2
O=C(c1ccoc1)N1CCC2(CCCN(Cc3ccc(F)c(F)c3)C2)C1 (configuration not stated)	-6
CCOC(=O)c1c(N)sc2c1CCS(=O)(=O)C2	7
Cc1csc2nc(O)c(C(=O)NC3CCCCC3C)c(=O)n12 (configuration not stated)	6
COc1ccccc1NC(=O)N1[C@@H](C#N)[C@H](c2ccccc2)[C@@H]1CO	-5[25 µM]
Cc1onc(-c2ccccc2)c1C(=O)Nc1ccon1	6
CCc1ccc(-c2cc(N)n(-c3ccccc3)n2)cc1	-33
Cc1cccc(N2C(=O)C=CC2=O)c1	-6
CCOC(=O)c1sc2nc(COC(=O)c3c(F)cccc3F)[nH]c(=O)c2c1C	10
O=C(CSC(=S)N1CCCC1)N1CCN(S(=O)(=O)c2ccccc2F)CC1	5
CCn1c(=O)[nH]c2cc(Cl)c(Cl)cc21	-1[25 µM]
CC(C)NC(=O)N1[C@H](CO)[C@H]2c3ccccc3N(C(=O)Nc3ccccc3)C[C@H]21	-28
COc1ccc(-c2ccc3c(c2)[C@@H]2[C@@H](CCN2S(=O)(=O)c2ccc(F)cc2)[C@H](CO)N3C)cc1	3
O=C(Nc1ccc2c(c1)OCO2)N1[C@@H]2CNC[C@H]1C2c1ccc(/C=C/c2ccccc2)cc1 (some centres not stated)	-7
CC(C)NC(=O)Nc1cccc2c1O[C@H](CN(C)C(=O)NC(C)C)[C@H](C)CN(C)C2=O	0
COc1cc(CN2CC3(CCN(S(=O)(=O)c4cn(C)cn4)CC3)c3c(n(C)c4cc(OC)ccc34)[C@@H]2CO)cc(OC)c1	-5[25 µM]
O=C(NCCN1C(=O)S/C(=C/c2cccnc2)C1=O)C1CC(=O)N(Cc2ccccc2)C1 (configuration not stated)	-9
Cc1ccc2cc(NC(=O)C3(C)CCN(C)C3)ccc2n1 (configuration not stated)	-6
Cc1ccccc1S(=O)(=O)N1CCCCN2[C@H](C1)[C@@H](c1ccc(C#CCN(C)C)cc1)[C@@H]2CO	-22[25 µM]
COc1ccc(OC)c(NC(=O)CSc2ncnc3sc(C)cc23)c1	28
O=C(Nc1ccccc1C(=O)Nc1ccc2c(c1)OCO2)c1cccs1	-18
CC(=O)N(C)C[C@@H]1OCc2ccccc2-c2ccccc2C(=O)N([C@@H](C)CO)C[C@H]1C	-14[25 µM]
O=C(NC1CCCC1)c1cccc(S(=O)(=O)N2CCOCC2)c1	-1
Cc1ccc(S(=O)(=O)Nc2cccc(C(=O)NCCN3CCOCC3)c2)cc1F	6

(listing goes on)
SMILES	CD40 NFkB inh
Cc1ccc(-c2nnc(N3CCC(C)CC3)c3ccccc23)cc1	-5
CCN(CC)S(=O)(=O)c1ccc(S(=O)(=O)Nc2c(C)nn(C)c2C)cc1	16
COc1cccc(-c2ccc3n(c2=O)C[C@H]2N[C@@H]3[C@@H](C(=O)N3CCCCC3)[C@@H]2CO)c1	5[25 µM]
CCCNC(=O)N1[C@H](C#N)[C@H](c2ccccc2C2=CCCCC2)[C@@H]1CO	26[25 µM]
N#C[C@@H]1[C@@H](c2ccc(-c3ccc(F)cc3)cc2)[C@@H](CO)N1C(=O)Cc1ccccc1	10
Cc1ccc(NC(=O)COC(=O)CN2C(=O)NC3(CCCC3)C2=O)cc1F	2
CCCC(=O)N1CCC2(CC1)CN(Cc1ccc(Cl)cc1)[C@@H](CO)c1[nH]c3cc(OC)ccc3c12	14[25 µM]
COCCCNS(=O)(=O)c1ccc2c(c1)CCN2C(C)=O	7
COC(=O)c1cn(-c2cccc(C)n2)cn1	-8
COC(=O)C1CSC(C(=O)OC)N1C(=O)CN1CC(C)OC(C)C1 (configuration not stated)	2
CCC(=O)N(C)C[C@@H]1Oc2ncc(C#Cc3ccccc3OC)cc2C(=O)N([C@@H](C)CO)C[C@H]1C	-7[25 µM]
O=C(NCC1CC1)c1csc(COCCO)n1	-9
COC(=O)[C@@H](Cc1ccccc1)NC(=O)NCCc1c[nH]c2ccccc12	4
O=S(=O)(Nn1cnnc1)c1ccc2ccccc2c1	5
O=C(c1ccc(CN2CCc3ccccc3C2)cc1)N1CCCCC1	-7
O=C(NCc1cccs1)c1cc2ccccc2o1	-38
CC12CCC(C/C1=N/OC(=O)c1cccc([N+](=O)[O-])c1)C2(C)C (configuration not stated)	0
COc1ccc(NS(=O)(=O)c2ccc(NS(=O)(=O)c3ccc(C)cc3)cc2)nn1	21
CCCCc1ccc(NC(=O)N[C@@H](CC(C)C)C(=O)O)cc1	3
COc1cccc(C#Cc2ccc([C@H]3[C@@H](C#N)N(C(=O)C4CCCC4)[C@@H]3CO)cc2)c1	77*

Fetched by compound from above:
SMILES	CD40 NFkB inh
COc1ccccc1NC(=O)N1[C@@H](C#N)[C@H](c2ccccc2)[C@@H]1CO	-5[25 µM]
O=C(CSC(=S)N1CCCC1)N1CCN(S(=O)(=O)c2ccccc2F)CC1	5

Not all compounds are listed, so the mix of outcomes need not match the whole.
